# Wnt bcat act – Wnt/beta-catenin pathway activators, primary screen, cell-based, plate reader, single point; Wnt/beta-catenin reporter cell assay, activator; activation, % at 9.35 µM; 300,000 compounds, 1.2% hits; AID 743398, 2014; in the data active = activation above about 30%, passing the limit was not always enough;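 note: 0% = neutral control wells and 100% = positive control wells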
# DAGLB inhibitor – DAGLB lipase inhibitors, primary screen, biochemical, fluorescence, HTS; HEK293T DAGLB membrane lysate, EnzChek fluorogenic substrate; inhibition, % at 5.17 µM; 340,000 compounds, 0.059% hits; in the data active = inhibition above about 34%;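 note: 0% = enzyme with vehicle and 100% = wells lacking enzyme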
# Target sequence (Q8NCG7 whole entry, looked up): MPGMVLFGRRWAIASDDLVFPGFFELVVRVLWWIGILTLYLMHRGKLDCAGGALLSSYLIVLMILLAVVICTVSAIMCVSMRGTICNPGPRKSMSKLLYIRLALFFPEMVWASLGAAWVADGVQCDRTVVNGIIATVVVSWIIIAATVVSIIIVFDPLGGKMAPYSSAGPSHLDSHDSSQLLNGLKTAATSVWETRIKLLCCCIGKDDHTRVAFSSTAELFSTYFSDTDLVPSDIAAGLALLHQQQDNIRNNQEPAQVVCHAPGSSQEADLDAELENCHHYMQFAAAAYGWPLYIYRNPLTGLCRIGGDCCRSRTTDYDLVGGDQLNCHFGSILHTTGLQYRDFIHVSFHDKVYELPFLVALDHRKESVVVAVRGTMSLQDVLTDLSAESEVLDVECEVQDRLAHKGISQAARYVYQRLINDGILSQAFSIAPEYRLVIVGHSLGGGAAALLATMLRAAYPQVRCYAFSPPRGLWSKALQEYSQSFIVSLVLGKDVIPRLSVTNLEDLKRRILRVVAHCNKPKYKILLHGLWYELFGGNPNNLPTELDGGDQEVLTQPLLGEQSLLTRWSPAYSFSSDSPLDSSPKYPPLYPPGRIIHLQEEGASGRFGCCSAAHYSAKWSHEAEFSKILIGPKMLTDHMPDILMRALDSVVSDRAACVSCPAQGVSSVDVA
# phage Ecoli inh – growth loss of phage-infected E. coli, primary screen, RecBCD inhibitor project, absorbance, with phage, HTS; inhibition, % at 11.9 µM; 360,000 compounds, 0.26% hits; in the data active = inhibition above about 11%
# Starred values were filed as active, the others as inactive.
Wnt bcat act | DAGLB inhibitor | phage Ecoli inh | molecule
-5 | -1 | 4.2 | COc1ccc(-c2cc3nc(C)c(C)c(N4CCN(C(=O)c5ccoc5)CC4)n3n2)cc1
-2 | -3 | 3.6 | O=C(Nc1ccc(Cl)cc1)c1cc(S(=O)(=O)N2CCCCC2)ccc1N1CCOCC1
-2 | 3 | -0.4 | O=C(Nc1ccn(CCCNC2CCN(Cc3ccccc3)CC2)c(=O)n1)OCc1ccccc1
-1 | 0 | 4.1 | C[C@@H]1CCCCO[C@H](CN(C)Cc2ccc(C(=O)O)cc2)[C@@H](C)CN([C@H](C)CO)C(=O)c2cc(N(C)C)ccc2O1
2 | -2 | 2.1 | COc1ccc(C2CCc3cc(OC)c(OC)cc3C2NC=O)cc1OC (stereo unspecified)
20 | 1 | 0.8 | COC(=O)c1ccccc1N=NNc1ccc([N+](=O)[O-])cc1
-1 | -5 | 3.0 | COCCCN(Cc1cc(OC)c(OC)c(OC)c1)C(=S)Nc1cccc(Cl)c1
-3 | -2 | 1.9 | CC(=O)c1c(C)[nH]c(C(=O)OC(C)C(=O)NC2CCCCC2)c1C (stereo unspecified)
-1 | 1 | 4.8 | O=C(Nc1ccn(CCCN2CCN(c3ncccn3)CC2)c(=O)n1)OCc1ccccc1
-2 | 3 | 4.7 | Cc1cc2nc(CN(C)C(=O)C3CCC(=O)N(C4CCCC4)C3)[nH]c2cc1C (stereo unspecified)
-4 | 0 | 2.6 | Cc1ccc(Nc2nc(C)cc(C)c2C#N)c(C)c1
-1 | 0 | 5.1 | Cc1ccccc1S(=O)(=O)N(C)C[C@@H]1OCc2cnnn2CCCC(=O)N([C@H](C)CO)C[C@H]1C
-4 | 1 | 2.0 | Cc1ccc(S(=O)(=O)N2CC3(O)CN(C(=O)OC(C)C)N(C(=O)OC(C)C)CC3(OC(=O)NCc3ccccc3)C2)cc1 (stereo unspecified)
-1 | -2 | 1.9 | COc1cccc(-c2ccccc2C2=CC(=O)CC(C)(C)C2=O)c1
-1 | -1 | 1.8 | Cc1ccc(S(=O)(=O)N2C[C@H]3N(C(=O)OC(C)C)N(C(=O)OC(C)C)C[C@H](OC(=O)NC4CCCC4)[C@@]3(O)C2)cc1
-2 | -2 | -0.5 | CC1=C(C(=O)N2CCOCC2)CC(CC(=O)NC2CC2)C(=O)N1Cc1ccc(C(C)(C)C)cc1 (stereo unspecified)
-6 | -1 | 2.8 | COc1ccc([C@H]2N[C@]3(CCCN(Cc4cccn4C)C3=O)[C@H]3C(=O)N(Cc4ccccc4)C(=O)[C@@H]23)cc1
0 | -3 | 3.0 | COc1cccc(OC)c1C(=O)OCC(=O)NCC1CCCCC1
3 | -2 | 1.7 | COc1ccccc1-c1noc2c1C(=O)NCC2
-4 | -3 | 1.3 | O=[N+]([O-])c1ccc(O)c(C=NN2CCCCC2)c1
-3 | 0 | 1.9 | COc1ccc(CCN2CC(C(=O)NCCCc3ccncc3)CCC2=O)cc1 (stereo unspecified)
-1 | 4 | 4.2 | Cc1oc(-c2ccc(F)cc2F)nc1CN1CCN(C(=O)c2ccco2)CC1
-2 | -10 | 0.1 | O=C(Nc1ccccc1Cl)OCC#CCOC(=O)Nc1ccccc1Cl
-1 | 2 | -0.4 | Cc1ccc([C@H]2N[C@]3(CCCN(Cc4ccco4)C3=O)[C@H]3C(=O)N(Cc4ccccc4)C(=O)[C@@H]23)cc1
-1 | 2 | 1.4 | CCCCN1C(=O)C(CC(=O)NCCCN(C)C)CC(C(=O)N(CC)CC)=C1C (stereo unspecified)
-6 | -8 | 1.3 | N#CC(c1ccccc1)C(CC(=O)c1ccccc1)c1ccccc1 (stereo unspecified)
-12 | -1 | 3.5 | Cn1c(SCC(=O)NC2CCCCC2)nnc1C(F)(F)F
-7 | 1 | 3.0 | CCOc1ccc(OCC)c(NC(=O)C2C3C=CC(O3)C2C(=O)O)c1 (stereo unspecified)
-3 | -4 | 4.3 | Cc1ccc2ccccc2c1NC(=O)CNCc1ccccc1
0 | -4 | 1.2 | O=C(/C=C/c1ccccc1Cl)OCC(=O)N1CCc2ccccc21
-1 | -5 | 1.2 | COC(=O)c1ccc(CSc2ccccc2NC(=S)Nc2cccc(C(F)(F)F)c2)o1
-1 | 0 | 1.5 | Cc1ccsc1CN(C)CC(=O)N(C)CC(=O)Nc1c(Cl)cccc1Cl
-1 | -10 | 3.1 | CCCCCC(=O)N1C[C@@H](O)[C@H](n2cc(-c3ccc(F)cc3)nn2)C[C@@H]1c1ccc(C)cc1
22 | -1 | 3.7 | CSc1nsc(NN)n1
-1 | 0 | 1.2 | Cc1ccc([C@H]2C[C@H](O)[C@@H](n3cc(-c4ccc(F)cc4)nn3)CN2CC2CCCCC2)cc1
-3 | 3 | 1.9 | COCCn1c(=S)[nH]c2cc(C(=O)NCc3ccccc3)ccc2c1=O
-3 | 5 | 4.3 | CCC(CC)c1nnc(NC(=O)Cc2c[nH]c3ccccc23)s1
2 | -6 | 0.2 | CC(=O)c1ccc(NC(=O)c2cn(C)c(=O)c3ccccc23)cc1
-4 | 15 | 12* | O=[N+]([O-])c1ccc(N2CCN(Cc3ccccc3)CC2)c2c1no[n+]2[O-]
-4 | -9 | 7.7 | C#CCN(C[C@@H]1[C@@H](OC(=O)NCc2ccccc2)[C@@H](OC(=O)NCc2ccccc2)Cn2c(=O)n(CCCCCC)c(=O)n21)S(=O)(=O)c1ccc(C)cc1
-1 | 7 | -3.4 | COc1cccc(-c2n[nH]nc2C2=CC(=O)C[C@H](c3ccc(F)cc3)C2)c1
0 | 5 | 3.8 | FC(F)(F)C(F)(F)c1nc2nc(Cl)c(Cl)nc2[nH]1
1 | -3 | 2.9 | C[C@@H]1CN([C@H](C)CO)S(=O)(=O)c2ccc(Br)cc2O[C@@H]1CN(C)C(=O)Nc1ccc(C(F)(F)F)cc1
-1 | -4 | 1.6 | O=C(C[C@H]1C(=O)N(Cc2ccccc2)C[C@@H]1Cc1ccccc1)Nc1ccc(Br)cc1
-3 | -1 | 3.8 | COc1cc(C(=O)N(Cc2ccccc2)c2cccc(C)c2)ccc1OCC(=O)N1CCOCC1
0 | -4 | 0.7 | Cc1ccccc1Nc1nc(N)nc(COC(=O)c2ccc3c(c2)OCCO3)n1
-2 | 0 | 0.9 | CC(C)CC1C(=O)N(Cc2cn(CCC3OCCCO3)nn2)CCS(=O)(=O)N1Cc1ccc(-c2ccc(F)cc2)cc1 (stereo unspecified)
0 | 2 | 2.5 | C=CCn1c(SCC(=O)Nc2cc(C)on2)nnc1-c1ccncc1
-1 | -3 | 3.2 | Cc1cn([C@H]2C[C@H](O)[C@@H](CNCc3ccc(C#CCCO)cc3)O2)c(=O)[nH]c1=O
-2 | 1 | 5.2 | CC1CCC2(CC1)NC(=O)N(CC(=O)Nc1ccc(N3CCCCC3)cc1)C2=O (stereo unspecified)
1 | -3 | 3.0 | C[C@@H]1CN([C@@H](C)CO)C(=O)c2cc(C#Cc3ccccc3)cnc2O[C@@H]1CN(C)Cc1ccccn1
2 | -1 | 4.6 | Cc1ccc(CNS(=O)(=O)c2ccc(-n3cccn3)cc2)cc1
16 | -13 | 2.2 | COc1ccc([C@@H]2C[C@H]3[C@@H](CN2S(=O)(=O)c2ccccc2)C(=O)C[C@@H](c2cccc4ccccc24)N3S(=O)(=O)c2ccc(C)cc2)cc1
-3 | -5 | 1.9 | CCOCc1nc2nc(Cl)c(Cl)nc2[nH]1
-4 | 0 | 2.3 | Cn1cccc1CN1CCC[C@]2(N[C@H](c3ccc(C(F)(F)F)cc3)[C@@H]3C(=O)N(Cc4ccccc4)C(=O)[C@@H]32)C1=O
-2 | -4 | -0.7 | C[C@H]1CN([C@@H](C)CO)C(=O)CCCn2nncc2CO[C@H]1CN(C)C(=O)Nc1ccccc1
-2 | -3 | 3.6 | Clc1ccc(Br)c(-c2nc3ccccc3[nH]2)c1
-4 | -12 | -0.1 | COc1ccc(OC)c(C(=O)CCCCC(=O)c2cc(OC)ccc2OC)c1
-6 | -2 | 2.2 | CC(=O)Nc1cccc(C(=O)Nc2cc(C(F)(F)F)ccc2-n2cncn2)c1
-3 | -3 | 4.2 | C[C@H]1CN([C@@H](C)CO)S(=O)(=O)c2ccc(C#CC(C)(C)O)cc2O[C@H]1CN(C)Cc1ccccc1

# Compound profiles, as listed above. Order of values: Wnt bcat act, DAGLB inhibitor, phage Ecoli inh
# `O=C(C[C@H]1C(=O)N(Cc2ccccc2)C[C@@H]1Cc1ccccc1)Nc1ccc(Br)cc1` is listed as -1, -4, 1.6
# `CCOCc1nc2nc(Cl)c(Cl)nc2[nH]1` is listed as -3, -5, 1.9
# `CSc1nsc(NN)n1` is listed as 22, -1, 3.7

# 5 compounds out of the list above, arranged by their value in Wnt bcat act, lowest first:
SMILES	Wnt bcat act
C#CCN(C[C@@H]1[C@@H](OC(=O)NCc2ccccc2)[C@@H](OC(=O)NCc2ccccc2)Cn2c(=O)n(CCCCCC)c(=O)n21)S(=O)(=O)c1ccc(C)cc1	-4
C[C@H]1CN([C@@H](C)CO)C(=O)CCCn2nncc2CO[C@H]1CN(C)C(=O)Nc1ccccc1	-2
COc1cccc(-c2n[nH]nc2C2=CC(=O)C[C@H](c3ccc(F)cc3)C2)c1	-1
COc1ccc([C@@H]2C[C@H]3[C@@H](CN2S(=O)(=O)c2ccccc2)C(=O)C[C@@H](c2cccc4ccccc24)N3S(=O)(=O)c2ccc(C)cc2)cc1	16
CSc1nsc(NN)n1	22

# New compounds follow
Wnt bcat act | DAGLB inhibitor | phage Ecoli inh | molecule
-1 | 0 | 3.2 | COc1ccccc1S(=O)(=O)N(C)C[C@@H]1OCc2cnnn2CCCC(=O)N([C@H](C)CO)C[C@@H]1C
0 | -2 | 3.4 | CCOc1ccccc1C(=O)Nc1nnc(SCC(=O)N2CCCC2)s1
15 | -4 | 3.1 | COCC1CCN(C(=O)c2ccc3oc(CCc4ccccc4)nc3c2)C1 (stereo unspecified)
3 | -4 | 1.3 | O=C(CN1C(=O)CSc2ccc(S(=O)(=O)N3CCOCC3)cc21)NCc1c(F)cccc1Cl
-1 | -1 | 4.3 | C[C@@H]1CN([C@H](C)CO)C(=O)CCCn2nncc2CO[C@H]1CN(C)S(=O)(=O)c1cccs1
0 | -1 | 3.9 | CC(=O)c1c(C)[nH]c(C(=O)NCc2ccc(Cl)cc2)c1C
6 | -1 | 1.4 | COCCN(CC(=O)Nc1cccc(C)c1C)C(=O)/C=C/c1ccc2c(c1)OCCO2
-2 | 4 | 2.9 | CCOC(=O)N(C)C[C@H]1OCc2cnnn2CCCC(=O)N([C@@H](C)CO)C[C@H]1C
-6 | -2 | -1.0 | CC(=O)Nc1ccc(-c2cc(C(=O)O)c3cc4ccccc4cc3n2)cc1
-1 | -1 | 0.2 | Cn1c(=O)n(C)c2cc(NC(=O)c3ccccc3)ccc21
0 | -1 | 3.4 | CC(C)N1CC2(CC(c3ccccc3F)=NO2)CN1C(=O)c1ccco1 (stereo unspecified)
-3 | -4 | 3.2 | CC1(C)N=C(N)N=C(N)N1c1ccc(OCC(=O)N2CCOCC2)cc1
1 | -2 | 3.9 | CC1=C2C3OC(=O)C(C)C3CCC2(C)C=C(Cl)C1=O (stereo unspecified)
-4 | 1 | 3.2 | C[C@H]1CN([C@@H](C)CO)C(=O)CCCn2nncc2CO[C@@H]1CN(C)Cc1ccc(C(F)(F)F)cc1
-1 | -1 | 1.6 | COC(=O)c1ccc(CNC(=O)C2CCC(=O)N(CCc3ccccn3)C2)cc1 (stereo unspecified)
0 | -1 | -2.0 | COC(=O)[C@H]1C[C@H](OC(=O)NCC2CCCCC2)[C@@]2(O)CN(S(=O)(=O)c3ccc(C)cc3)CC2[C@H]1C(=O)OC (stereo partly specified)

# With a hit mark in phage Ecoli inh, among the entries above:
Wnt bcat act | DAGLB inhibitor | phage Ecoli inh | molecule
-4 | 15 | 12* | O=[N+]([O-])c1ccc(N2CCN(Cc3ccccc3)CC2)c2c1no[n+]2[O-]

# Structures above that contain a COOH group:
Wnt bcat act | DAGLB inhibitor | phage Ecoli inh | molecule
-1 | 0 | 4.1 | C[C@@H]1CCCCO[C@H](CN(C)Cc2ccc(C(=O)O)cc2)[C@@H](C)CN([C@H](C)CO)C(=O)c2cc(N(C)C)ccc2O1
-7 | 1 | 3.0 | CCOc1ccc(OCC)c(NC(=O)C2C3C=CC(O3)C2C(=O)O)c1 (stereo unspecified)
-6 | -2 | -1.0 | CC(=O)Nc1ccc(-c2cc(C(=O)O)c3cc4ccccc4cc3n2)cc1

# High-throughput results deposited in PubChem by several laboratories.

# Only part of the results is shown. The share of hits here may be higher or lower than overall.
